# M1 ag: activates human CHRM1 receptor. CHO-K1 hM1, Fluo-8 calcium fluorescence, agonist mode; 0% DMSO, 100% acetylcholine EC100. activation, % at 3 µM. actives 0.33% (n = 360,000). AID 588814;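 active means activation above the run's mean compound activation plus 3 SD, cut at about 16% in these data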;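 further: peak over basal fluorescence ratio within a 140 s kinetic read after compound addition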
# Target sequence (P11229 whole entry, looked up): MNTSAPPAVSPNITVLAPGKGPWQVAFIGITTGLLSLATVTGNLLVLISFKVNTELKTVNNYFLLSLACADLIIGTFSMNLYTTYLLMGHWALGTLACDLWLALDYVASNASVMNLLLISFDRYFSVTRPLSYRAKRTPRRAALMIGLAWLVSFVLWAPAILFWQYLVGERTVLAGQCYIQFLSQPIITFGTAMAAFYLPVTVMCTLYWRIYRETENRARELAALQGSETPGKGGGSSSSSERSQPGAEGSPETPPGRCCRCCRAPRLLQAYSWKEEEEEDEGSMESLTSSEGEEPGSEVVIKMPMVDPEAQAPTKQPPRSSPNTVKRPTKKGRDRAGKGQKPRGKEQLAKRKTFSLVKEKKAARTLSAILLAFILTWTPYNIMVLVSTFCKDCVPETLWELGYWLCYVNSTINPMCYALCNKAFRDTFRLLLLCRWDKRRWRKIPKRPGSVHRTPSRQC
# CHRM1 antagonist: blocks human M1 muscarinic receptor; AID 588852; actives 1.3% (n = 360,000); CHO-K1 hM1, Fluo-8 calcium fluorescence, ACh EC80 antagonist; inhibition, % at 3 µM;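 active means percent inhibition above its own plate's cutoff, namely the mean of that plate's compound wells plus 3 SD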;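 further: peak over basal fluorescence ratio during 140 s after agonist addition; 0% = ACh EC80 plus DMSO and 100% = DMSO alone without agonist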
# OXTR potentiate: potentiates the human oxytocin receptor response | P30559 | CHO-OTR cells, Fluo-8 calcium fluorescence, potentiator mode; 0% = oxytocin EC15, 100% = EC100 | activation, % at 3 µM | actives 0.061% (n = 320,000) | AID 2445;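 active means activation above that plate's cutoff, the mean activation of tested compounds plus 3 SD, cut at about 6.6% in these data, passing the limit was not always enough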;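 further: 100% uses oxytocin at 75 nM as the full agonist control; some results filed as inactive read as strong as hits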
# Target sequence (P30559 whole entry, looked up): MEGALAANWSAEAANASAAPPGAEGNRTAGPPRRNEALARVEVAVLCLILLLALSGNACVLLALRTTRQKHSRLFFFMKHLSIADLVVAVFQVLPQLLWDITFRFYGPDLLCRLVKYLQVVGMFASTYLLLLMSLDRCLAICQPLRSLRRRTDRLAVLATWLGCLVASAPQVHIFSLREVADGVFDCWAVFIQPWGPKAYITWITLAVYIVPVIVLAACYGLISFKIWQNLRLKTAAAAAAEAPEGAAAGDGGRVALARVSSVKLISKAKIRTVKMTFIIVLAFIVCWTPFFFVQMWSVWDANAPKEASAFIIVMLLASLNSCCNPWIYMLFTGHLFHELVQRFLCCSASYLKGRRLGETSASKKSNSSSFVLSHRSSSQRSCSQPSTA
#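 Material: human OTR in CHO cells. Compound: 3.0 µM, one dose. Timing: compound 6 min at room temperature before oxytocin, 100 s read. Evaluation: % activation of max/min ratio relative to oxytocin controls. Replication: single well per compound, singlicate. Signal: Fluo-8 calcium dye fluorescence.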
# TAAR1 antagonist: human TAAR1 antagonism | actives 1.5% (n = 360,000) | AID 624466 | Q96RJ0 | inhibition, % at 3 µM | CHO RD-HGA16 TAAR1, Fluo-8 calcium fluorescence, antagonist;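 active means inhibition above a per-plate cutoff, the mean inhibition of test compounds on that plate plus 3 SD, cut at about 49% in these data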;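 further: 0% = DMSO plus EC80 beta-PEA response and 100% = DMSO alone without agonist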
#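 Material: CHO RD-HGA16 cells bearing hTAAR1; compound dosing: one-point dosing, 3 µM nominal final; schedule: dye loading 75 min at 37 °C, then 30 min room temperature; measured by: calcium fluorescence with Fluo-8; control set: vehicle and agonist controls; replication: n of 1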
# CHO parental Ca: signal in parental CHO cells, OX1R antagonist counter-screen; inhibition, % at 5.6 µM; parental CHO-K1, ATP-induced calcium, Fluo-8 fluorescence; actives 0.63% (n = 330,000);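 active means inhibition above that plate's mean sample inhibition plus 3 SD, cut at about 26% in these data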;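 further: 0% = ATP-challenged DMSO wells and 100% = DMSO wells without ATP; some compounds past the cut are filed as inactive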
#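 Test system: parental CHO cells; detection: calcium-sensitive Fluo-8 fluorescence; evaluation: percent inhibition of calcium signal; also added: ATP as calcium-mobilizing challenge; repeats: one well per compound; control set: ATP-challenged DMSO wells low, unchallenged DMSO wells high; compound: single nominal dose of 5.6 µM per compound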
# CHO-K1 Ca antag: nonselective inhibitor or artifact in parental CHO-K1 cells. ATP-induced calcium, Fluo-8 fluorescence. inhibition, % at 3 µM. actives 0.6% (n = 360,000). AID 602250;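 active means inhibition above a per-plate cutoff, the plate's mean sample inhibition plus 3 SD, cut at about 24% in these data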;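 further: 0% = DMSO plus EC80 ATP and 100% = DMSO alone without ATP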
# CHO-K1 Ca PAM: nonselective activator or artifact in parental CHO-K1 calcium assay. ATP EC20, Fluo-8 calcium fluorescence; 0% at ATP EC20, 100% at ATP max. activation, % at 3 µM. actives 0.02% (n = 360,000). AID 602247;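 active means activation above the run cutoff, the mean activation of all test compounds plus 3 SD, cut at about 40% in these data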;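 further: peak over basal fluorescence ratio in a 140 s read after ATP addition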
# M1 ag parental: counter-screen for M1 agonists: effect in parental CHO-K1 cells. Fluo-8 calcium fluorescence; scaled to maximal ATP response, vehicle zero. activation, % at 3 µM. actives 0.48% (n = 360,000); in the data active means activation above about 15%;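 further: untransfected CHO-K1 host cells lacking M1 receptor as counterscreen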
# TAAR1 agonist: agonists of human TAAR1 | activation, % at 3 µM | actives 0.99% (n = 360,000) | CHO RD-HGA16 TAAR1, Fluo-8 calcium fluorescence; vehicle wells 0%, saturating PEA agonist 100% | AID 624467;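 active means activation above the mean activation of all test compounds in the run plus 3 SD, cut at about 38% in these data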
#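 Assay system – CHO-derived RD-HGA16 cells with stable Gα16 and human TAAR1 · Compound dosing – one-point dosing at 3 µM (nominal) · Incubation – 17-24 h seeding, 75 min 37 °C dye, 30 min RT · Measured by – kinetic Fluo-8 calcium fluorescence · Control set – DMSO vehicle as 0%, PEA at EC100 as 100% · Repeats – single well for each compound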
# An asterisk follows results filed as active; . = no result given.
No.	SMILES	M1 ag	CHRM1 antagonist	OXTR potentiate	TAAR1 antagonist	CHO parental Ca
1	CN(C(=O)c1ccccc1C(=O)OCC(=O)Nc1cccc(Br)c1)c1ccccc1	-2	2	-11	7	-6
2	COc1cc(-c2cc(NC(C)=O)c3ncc(-c4ccccc4)n3c2)cc(OC)c1OC	-2	9	.	49*	.
3	CC(=O)c1ccc(S(=O)(=O)N2CCn3cccc3C2C)cc1 (stereo not given)	-8	1	-8	-8	-10
4	COc1ccc(NC(=O)CCCCCN2C(=O)CCC2=O)cc1Cl	-6	-9	-2	11	-1
5	COc1ccc(C(=O)NCCSc2ccccn2)cc1	-3	2	3	-5	-6
6	CN(C(=O)CCN1C(=O)/C(=C/c2ccccc2)SC1=S)C1CCS(=O)(=O)C1 (stereo not given)	1	8	-9	-10	-12
7	O=C(Nc1nnc(-c2ccccc2F)s1)Nc1ccccc1F	-1	-6	-6	7	-10
8	O=C(CC(c1ccccc1)c1ccccc1O)NCc1ccccc1 (stereo not given)	-7	1	0	9	-8
9	CCN(CC)CCC(=O)NN	-4	-8	-16	-8	0
10	CC(=O)Nc1ccc(Nc2nc(C(F)(F)F)nc3c2nnn3Cc2ccccc2Cl)cc1	-7	-18	-16	2	-13
11	CCCCN(C)C(=O)Cn1nc(-c2ccc(Cl)cc2)ccc1=O	-3	-13	-11	-11	-19
12	O=C(Nc1cnn(Cc2c(Cl)cccc2Cl)c1)C(c1ccccc1)c1ccccc1	6	-39	-17	-4	-13
13	CC(C)Cc1ccc(C(C)C(N)=NCCc2ccccc2)cc1 (stereo not given)	-9	5	.	-9	.
14	CCCn1nc2cc(C(=O)NCc3ccccc3OC)ccc2c1OCC	-5	-10	-4	14	-6
15	O=C(O)CC1(CC(=O)NCc2cc(F)cc3c2OCOC3)CCCCC1	-2	0	-5	-14	-12

No.	CHO-K1 Ca antag	CHO-K1 Ca PAM	M1 ag parental	TAAR1 agonist
1	3	-2	0.0	-1
2	6	-11	2.9	3
3	-10	12	1.0	12
4	-12	21	0.7	5
5	-3	-5	0.1	4
6	-10	20	3.2	3
7	15	-3	-0.1	0
8	6	9	0.3	5
9	-27	31	1.4	6
10	14	-20	-0.4	14
11	-9	0	0.8	5
12	2	-1	-0.1	6
13	16	5	6.0	19
14	-16	22	-1.0	5
15	-11	10	3.1	2

# Reprinted at random: three entries already listed, in no set order.
No.	SMILES	M1 ag	CHRM1 antagonist	OXTR potentiate	TAAR1 antagonist	CHO parental Ca
8	O=C(CC(c1ccccc1)c1ccccc1O)NCc1ccccc1 (stereo not given)	-7	1	0	9	-8
7	O=C(Nc1nnc(-c2ccccc2F)s1)Nc1ccccc1F	-1	-6	-6	7	-10
9	CCN(CC)CCC(=O)NN	-4	-8	-16	-8	0

No.	CHO-K1 Ca antag	CHO-K1 Ca PAM	M1 ag parental	TAAR1 agonist
8	6	9	0.3	5
7	15	-3	-0.1	0
9	-27	31	1.4	6

# Additional compounds:
No.	SMILES	M1 ag	CHRM1 antagonist	OXTR potentiate	TAAR1 antagonist	CHO parental Ca
16	O=c1[nH]c(C2CCCN(S(=O)(=O)c3ccccc3)C2)nc2c1nnn2Cc1ccccc1Br (stereo not given)	0	-8	5	-13	-40
17	N#Cc1cccc(NC(=O)Cn2cnc(S(=O)(=O)N3CCOCC3)c2)c1	-1	-10	1	.	13
18	O=S(=O)(NCC(c1ccccc1)N1CCC(O)CC1)c1ccc(Cl)cc1 (stereo not given)	-3	2	-9	-6	-25
19	CCOc1ccc(/C=N/NC(=O)C2CC2)c(OCC)c1	-4	-16	.	-13	.
20	CCSc1nc(C(F)(F)F)cc(=O)n1-c1ccccc1	-7	-3	1	-19	-11
21	COc1ccc(Cc2n[nH]c(=S)n(N)c2=O)cc1	-4	4	-6	4	12
22	CC(C)NC(=O)CSc1nnc2sc3ccccc3n12	-4	-3	-7	.	0
23	COc1ccc(C2=[N+]([O-])C(C)(C)N(O)C2C)cc1 (stereo not given)	7	-15	-19	9	-7
24	Cn1c(SCC(=O)NC2CCCCC2)nnc1-c1cc2ccccc2o1	2	-19	-4	-24	-23
25	CCOC(=O)N1CCN(Cc2nc3c(c(=O)n(C)c(=O)n3C)n2Cc2ccccc2C)CC1	0	-14	7	0	-16
26	O=C1CCc2cc(S(=O)(=O)NCCc3ccc(Cl)cc3)cc3c2N1CC3	-1	-3	.	-22	.
27	COC(=O)[C@H](CO)NS(=O)(=O)c1ccc(C)cc1	5	-15	.	-9	-9
28	CCn1c(SCC(=O)Nc2ccccc2F)nc2c(c1=O)SC(C)C2 (stereo not given)	1	-20	-18	-10	-27
29	Cc1cc(C)cc(N2CN=C3SCC(=O)N3C2)c1	-4	-2	3	-7	0
30	Cc1ccc(C)c(C(=O)CN2C(=O)c3ccccc3C2=O)c1	-3	-6	-2	-8	-27

No.	CHO-K1 Ca antag	CHO-K1 Ca PAM	M1 ag parental	TAAR1 agonist
16	-8	6	0.7	-1
17	-6	0	0.4	.
18	2	-10	1.0	2
19	-4	18	1.0	-3
20	-12	11	-0.3	2
21	-15	6	0.6	1
22	-5	8	-0.1	.
23	18	-4	-0.4	11
24	-5	12	-0.1	2
25	4	18	0.4	4
26	-11	-3	1.2	6
27	-14	4	-0.4	1
28	-1	19	3.2	9
29	-8	23	1.3	5
30	-6	-11	-0.6	-2

# Continued.
No.	SMILES	M1 ag	CHRM1 antagonist	OXTR potentiate	TAAR1 antagonist	CHO parental Ca
31	CCCCn1c(O)c(N=NC(=O)c2ccccc2NS(=O)(=O)c2cccs2)c2ccccc21	-6	2	5	-3	-6
32	O=C(COC(=O)c1ccccc1NC(=O)c1ccccc1)c1cccc([N+](=O)[O-])c1	-2	-3	1	-18	-15
33	Cc1ccc(OCc2nc(-c3ccc(Cl)cc3)n[nH]2)cc1	-8	1	-2	17	-16
34	COc1ccc(NS(=O)(=O)c2cc(NC(=O)CCc3ccccc3)ccc2N2CCOCC2)cc1	-4	11	.	2	.
35	O=C(Nc1ccccc1)NC1CC2CCC(C1)N2Cc1nnnn1Cc1ccc2c(c1)OCO2 (stereo not given)	-3	-2	-16	2	-12
36	CON(C)c1nc(OCCNC(=O)COc2ccc(Cl)cc2C)nc(N(C)C)n1	-6	-11	-2	15	-24
37	CC(=O)NCCc1nc2ccccc2n1CCOc1ccccc1C	5	-13	5	-31	-7
38	Fc1ccc(-c2nnc(SCc3cccnc3)o2)cc1	-9	3	-18	6	-8
39	CC1(C(=O)NS(=O)(=O)c2cccc(C#N)c2)CCN1C(=O)Cc1ccccc1 (stereo not given)	0	-11	.	-3	.
40	CC(C)c1c(C(=O)N/N=C/c2cccs2)nnn1-c1nonc1N	34*	9	-8	17	-10
41	Cc1nn(C)c(C)c1N=Cc1c(O)ccc2ccccc12	-1	0	-6	-4	-14
42	Cc1cc(C)n2nc(-c3ccco3)nc2n1	-4	-1	1	-12	0
43	CNC(=O)C1=C(C)Nc2nc3ccccc3n2C1c1cccc(OC)c1 (stereo not given)	0	-19	-2	8	-2
44	CCCCN1C(=O)C(CC(=O)NC(c2ccccc2)c2ccccc2)CC(C(=O)N(C(C)C)C(C)C)=C1C (stereo not given)	-9	-9	.	-3	.
45	O=C(NCCCN1CCOCC1)NC12CC3CC(CC(C3)C1)C2	-5	-9	-3	-8	-14

No.	CHO-K1 Ca antag	CHO-K1 Ca PAM	M1 ag parental	TAAR1 agonist
31	1	19	0.9	0
32	-4	-3	-0.3	4
33	-5	-7	0.1	11
34	-3	-3	0.9	1
35	-12	-17	0.0	8
36	-10	22	0.7	4
37	1	5	1.7	6
38	3	10	0.2	2
39	-2	7	0.8	1
40	3	-10	33*	90*
41	6	-6	-0.5	9
42	-12	6	0.3	3
43	-5	13	0.7	1
44	-3	7	-1.1	-2
45	-8	18	0.8	5

# Screen by screen, quoted from above:
# Entries 33 to 44 in TAAR1 antagonist read 17, 2, 2, 15, -31, 6, -3, 17, -4, -12, 8, -3

# Entries above printed as active in TAAR1 antagonist.
no. | SMILES | CHRM1 antagonist | OXTR potentiate | TAAR1 antagonist
2 | COc1cc(-c2cc(NC(C)=O)c3ncc(-c4ccccc4)n3c2)cc(OC)c1OC | 9 | . | 49*

# The list continues.
No.	SMILES	M1 ag	CHRM1 antagonist	OXTR potentiate	TAAR1 antagonist	CHO parental Ca
46	COCCNC(=O)COc1ccc(C)cc1C(=O)c1cc(C#N)c(=O)n(C2CC2)c1	-4	-15	-7	2	8
47	Cc1cccc(NC(=S)NCC(c2cccnc2)N2CCOCC2)c1C (stereo not given)	-2	-11	-1	-6	4
48	CCCCn1c(N)c(N(CC)C(=O)c2ccccc2F)c(=O)[nH]c1=O	-1	-9	4	-12	-8
49	COc1ccc(NC(=O)Nc2cccc3c2O[C@H](CN(C)S(C)(=O)=O)[C@@H](C)CN([C@H](C)CO)C3=O)cc1	-3	-16	6	13	-8
50	O=C(NNC(=O)C1CCCO1)c1ccc(Cl)cc1 (stereo not given)	-3	-8	-10	8	-4
51	Cc1cc(C)nc(NC(=O)CSc2nc3ccccc3s2)n1	-6	-5	-2	-11	-11
52	Nc1nc(NCc2ccccc2)nc(Nc2cccc(F)c2)c1[N+](=O)[O-]	-3	-8	-3	-8	-7
53	COC(=O)C(CCSC)NC(=O)c1cc2c(n(-c3ccccc3)c1=O)CC(C)(C)CC2=O (stereo not given)	-3	6	7	-5	-20
54	CC(C)(C)OC(=O)N1CCC[C@@H]1CO	-2	-12	0	.	-10
55	CC1=C(C(=O)N(C(C)C)C(C)C)CC(CC(=O)NCCCN(C)C)C(=O)N1Cc1ccccc1 (stereo not given)	-7	-18	.	-1	.
56	N#CCc1ccccc1C(=O)OCC(=O)N(Cc1ccccc1)Cc1ccccc1	-4	17	-7	64*	0

No.	CHO-K1 Ca antag	CHO-K1 Ca PAM	M1 ag parental	TAAR1 agonist
46	-20	21	1.5	0
47	5	12	0.3	2
48	-8	5	4.3	1
49	-8	4	1.1	2
50	-14	13	0.1	1
51	-2	21	1.4	12
52	-4	16	0.5	17
53	27*	-14	-0.5	0
54	4	-2	0.2	.
55	-11	-8	-0.1	0
56	-10	5	4.5	14

# High-throughput results from PubChem.

# An unsorted share of the library. About 4.2% of those tested had a hit in this group.
